PAX8 reporter: lowers PAX8-driven luciferase in RMG-I cells; inhibition, % at 12.6 µM; AID 652154; 360,000 compounds, 1.2% hits; RMG-I TPO-luciferase reporter, SteadyGlo, 24 h;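 active = mean replicate inhibition at least 60% with every replicate also reaching 60%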;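 also: luciferase light reporting Pax8 driven TPO promoter activity; plate controls were median of neutral control wells for no effect and mitoxantrone controls for full effect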
LGR2 antag: Drosophila LGR2 receptor signaling inhibition. HEK293 LGR2, CRE-luciferase, bursicon-stimulated, 4 h. inhibition, % at 9.99 µM. 380,000 compounds, 0.35% hits;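 active = drop in luminescence signal, shown as inhibition above about 50% in the replicate tests, limit read from the data, passing the limit was not always enough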;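 also: agonist challenge used bursicon conditioned medium at about half maximal strength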
ARNT TACC3 PPI: disruptors of human ARNT/TACC3 interaction; Q9Y6A5; AlphaScreen His-ARNT PAS-B/GST-TACC3 binding, luminescence; TACC3 fragment carries E629A point mutation; inhibition, % at 9.99 µM; 390,000 compounds, 0.66% hits;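 active = mean inhibition of replicates at least 50% and at least half of replicates each reaching 50%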;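 also: 0% = complete ARNT plus TACC3 wells and 100% = ARNT alone without TACC3; many hits fall short of the cut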
Cneo AK release: causes C. neoformans cell lysis. adenylate kinase release luminescence, 4 h; normalised: neutral wells 0, clomiphene wells 100. lysis activity, % at 15 µM. 360,000 compounds, 0.2% hits;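 active = mean lysis activity across replicates of at least 80%, whatever share of replicates individually reach that level; inactive = mean lysis activity below 80%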
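Material – Cryptococcus neoformans yeast cells · Quantity – 5 × 10^6 yeast cells/mL · Buffer or medium – YPD medium · Compound – single dose · Timing – 4 h static compound exposure, 37 °C, read 1 h post-reagent · Signal – adenylate kinase release luminescence · Read-out basis – lysis from increased AK signal · Benchmarks – Clomiphene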
Statin myotox sup: protects C2C12 myotubes from simvastatin toxicity. ATP luminescence, 48 h; scaled: DMSO 0, geranylgeraniol control 100. rescue of ATP level, % at 7.49 µM. 330,000 compounds, 0.78% hits. AID 602340;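 active = mean ATP rescue above about 67%, or every replicate alone reaching that limit, limit read from the data, passing the limit was not always enough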;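 also: myotubes were challenged with 10 µM simvastatin during compound exposure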
GSIS activator: primary screen for activators of insulin secretion dependent on glucose, INS-1E cells, GLuc reporter luminescence; INS-1E GLuc reporter insulin secretion, 2-3 h; 370,000 compounds, 0.61% hits; activation, % at 16.6 µM; AID 743287;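 active = lowest replicate activation of at least 40%, so every replicate reaches that level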;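 also: 0% = median of neutral control wells and 100% = median of IBMX positive control wells; some compounds called inactive have numbers as strong as hits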
PglD inh: inhibitors of Campylobacter jejuni PglD acetyltransferase; purified PglD enzyme, DTNB colorimetric CoA detection; 360,000 compounds, 0.098% hits; inhibition, % at 12.5 µM; AID 602405; in the data active = inhibition above about 16%, passing the limit was not always enough; also: strong numbers were not always called active
PGC1a acetyl inh: modulators of PGC1a acetylation; U2OS PGC1a acetylation, AlphaScreen anti-acetyl-lysine; with virally co-expressed GCN5 acetyltransferase; 350,000 compounds, 0.17% hits; AID 651687; inhibition, % at 15.6 µM;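 active = every replicate shows inhibition of at least 40%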;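 also: 0% = neutral control wells and 100% = positive control wells; some results beyond the cut were filed as inactive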
* marks the source's active call; other numbers are inactive results; · = no result given.

structure	PGC1a acetyl inh	GSIS activator	Statin myotox sup	LGR2 antag	PAX8 reporter	Cneo AK release	PglD inh	ARNT TACC3 PPI
COc1ccccc1C(=O)NC(CCSC)C(=O)Nc1ccc(C)c(S(=O)(=O)N2CCOCC2)c1 (stereo unspecified)	1	-18	-5	6	10	-1	-5	1
Cc1ccc2c(c1)N(CC(=O)OCC(=O)NCc1ccccc1)C(=O)CO2	-2	10	·	4	10	·	·	-3
CC(C)NC(=O)N1[C@H](CO)[C@@H](c2ccc(C#CC3CCCCC3)cc2)[C@@H]1C#N	-23	-4	46	7	17	-6	-2	-2
Cc1ccc(N(CN2CCCC2=O)C(=O)c2ccccc2)cc1	0	31	·	1	-8	·	·	1
Cc1cc2cc(CNC(=O)C3CCCC3)ccc2n1C	·	·	-22	30	21	-2	1	-1
CC(C)(C)NC(=O)Nc1ccc2nccnc2c1	0	-7	-10	-39	·	·	·	9
C[C@H]1CN(S(=O)C(C)(C)C)[C@@H](CCO)/C1=C\CCO (stereo partly specified)	6	5	-3	8	-10	0	-1	-1
CC1CCCC(NC(=O)CN2CCN(S(=O)(=O)c3cccs3)CC2)C1C (stereo unspecified)	-4	1	-11	10	12	-2	-3	·
O=C(OCC(=O)N1CCCC1=O)c1ncc(Cl)c(Cl)c1Cl	·	9	6	1	-7	3	11	-30
O=C(c1ccco1)N1CCC(N2CCN(c3ccccc3)CC2)CC1	2	7	·	6	-1	0	3	4
CCCCCN(C(=O)CCC(=O)OC(C)C(=O)c1ccc(CC)cc1)c1c(N)n(CCCC)c(=O)[nH]c1=O (stereo unspecified)	·	-31	0	-8	26	-1	-7	·
C[C@@H]1CN([C@@H](C)CO)C(=O)Cc2cc(NC(=O)CCC(F)(F)F)ccc2O[C@H]1CN(C)Cc1ccc(Cl)c(Cl)c1	-1	-36	41	16	·	1	3	7
O=C(NCCc1cccnc1)C1CCC(=O)N(Cc2ccc(Cl)cc2)C1 (stereo unspecified)	3	-4	-2	0	-14	-3	-3	0
C[C@@H]1CN([C@@H](C)CO)C(=O)c2cc(NC(=O)Cc3cn(C)c4ccccc34)ccc2O[C@@H]1CN(C)Cc1ccncc1	1	-23	-31	26	25	0	14	2
C[C@H](CO)N1C[C@H](C)[C@@H](CN(C)C)Oc2ccc(NS(=O)(=O)c3ccc(Cl)cc3)cc2C1=O	-1	7	12	4	-8	-1	2	·
CO[C@@H]1CN(C)C(=O)c2cc(NC(=O)Nc3c(C)noc3C)ccc2OC[C@@H](C)N(CCC(F)(F)F)C[C@H]1C	3	-9	11	6	·	-2	1	-1
CO[C@@H]1CN(C)C(=O)c2cc(NC(=O)C3CC3)ccc2OC[C@@H](C)N(Cc2ccc(F)cc2)C[C@@H]1C	·	-13	11	13	-5	1	-3	-4
CNC[C@@H]1OCCCC[C@H](C)Oc2ccc(NC(=O)Nc3ccc(F)cc3)cc2C(=O)N([C@H](C)CO)C[C@H]1C	-1	3	-18	9	2	·	·	·
O=C(Nc1ccsn1)c1ccc(Cl)cc1Cl	·	2	-2	-24	-179	-4	-8	17
COc1ccc(CNC(=O)C[C@H]2C=C[C@@H](NC(=O)CN(C)C)[C@H](CO)O2)cc1	2	6	1	-10	-20	-1	-2	5

The results go on:
structure	PGC1a acetyl inh	GSIS activator	Statin myotox sup	LGR2 antag	PAX8 reporter	Cneo AK release	PglD inh	ARNT TACC3 PPI
CNC[C@@H]1Oc2ccc(NS(=O)(=O)c3ccccc3)cc2C(=O)N([C@H](C)CO)C[C@@H]1C	12	6	-1	-5	-11	1	-1	0
CSCCC1NC(=O)N(CC(=O)Nc2c(Cl)cc(Cl)cc2Cl)C1=O (stereo unspecified)	-6	·	17	·	·	0	3	-2
C[C@@H]1CN([C@H](C)CO)C(=O)c2cc(NC(=O)Nc3ccc(F)cc3)ccc2O[C@@H](C)CCCCO[C@@H]1CN(C)S(=O)(=O)c1ccc(F)cc1	-5	-9	·	19	12	42	2	-6
O=C(NCCCCc1ccccc1)NC[C@@H]1CC[C@@H](Cc2ccc(-c3ccccc3)cc2)O1	-6	-11	-17	-1	11	-2	1	-4
O=C1c2ccsc2SCCN1Cc1cccc(F)c1	·	·	4	-8	8	-2	1	-4
CCOc1ccc(/C=C/C(=O)NC2CCCCC2)cc1	6	1	-8	-20	-17	3	7	-2
CC(=O)c1ccc(N2CCN(C(=O)c3nn(C)c4c3CS(=O)(=O)c3ccccc3-4)CC2)cc1	-3	-8	-13	-1	3	3	-10	-2
Cc1nc(-c2ccc(F)cc2)c(CC(=O)N(C)CC(=O)Nc2ccc(Cl)c(C(F)(F)F)c2)s1	-27	-23	7	12	13	0	-5	1
Nc1c(C(=O)NCc2cccnc2)sc(=S)n1-c1ccccc1	·	·	18	·	-6	-1	-1	37
CO[C@@H]1CN(C)C(=O)c2cc(NC(=O)c3ccc(F)cc3)ccc2OC[C@H](C)N(C(=O)CC2CC2)C[C@H]1C	14	-2	-7	3	·	·	·	·
O=C(N/N=C/C=C\c1ccccc1[N+](=O)[O-])c1cccs1	-7	-9	3	-1	-4	·	·	0
O=C1N=C(N2CCCCC2)SC1=C1CCCCC1	13	·	5	·	·	1	-5	1
O=c1c(C=NCCCO)c(-c2ccccc2)[nH]n1-c1nc2ccccc2s1	·	2	·	10	1	·	·	9
Cc1ccc(S(=O)(=O)N(C)CC(=O)N(C)CCOc2ccccc2)cc1	·	-22	5	1	6	1	3	·
CCn1nc(C)c(/C=N/NC(=O)Cc2ccc(Cl)cc2)c1C	8	·	-5	·	·	2	2	-3
COc1ccc(Br)cc1C1CC(=O)C(C)C(c2cc(Br)ccc2OC)N1 (stereo unspecified)	1	-12	-20	-1	-1	1	-2	-1
FC(F)(F)c1ccc(Sc2nnc(-c3cccs3)n2CC2CCCO2)nc1 (stereo unspecified)	9	·	8	·	-7	-4	-4	1
CC(C)NC(=O)CSc1nc(-c2cccs2)cc(-c2ccccc2)c1C#N	·	·	·	·	-6	-1	-4	-4
OC[C@@H]1CN(Cc2ccc(Cl)cc2)C[C@H](n2cnc3c(N4CCN(c5ccccc5)CC4)ncnc32)O1	·	-30	20	20	19	0	-2	·
O=C(NC1CC1)c1sccc1-n1cccc1	-5	·	6	·	0	0	-6	·

(listing goes on)
structure	PGC1a acetyl inh	GSIS activator	Statin myotox sup	LGR2 antag	PAX8 reporter	Cneo AK release	PglD inh	ARNT TACC3 PPI
COCC(=O)N1CCCCN2[C@H](CO)[C@@H](c3ccc(C#Cc4ccccc4)cc3)[C@@H]2C1	3	-14	5	0	-12	-1	0	2
COCCCNC(=S)N(CCCO)Cc1cc2cc3c(cc2[nH]c1=O)OCCO3	4	-1	5	7	14	0	-8	-5
O=C(Nc1cccc(S(=O)(=O)N2CCOCC2)c1)c1cccc(S(=O)(=O)N2CCCCC2)c1	·	-25	0	11	20	1	-2	5
CCOC(=O)C1=C(COC(=O)CCOc2cccc(C)c2)NC(=O)NC1C (stereo unspecified)	-8	6	-7	-18	-3	2	-2	-8
O=C(Nc1nnc(SCc2ccccc2)s1)c1cccc([N+](=O)[O-])c1	2	-69	-2	-15	4	-2	-7	11
O=S(=O)(NCC[C@H]1CC[C@@H](NS(=O)(=O)c2cccc(Cl)c2)[C@@H](CO)O1)c1cccc(F)c1	1	-5	5	-22	10	5	-1	2
COc1cccc(/C=C/C(=O)OCC(=O)c2ccc(Br)cc2)c1	-7	·	-3	-5	11	-6	-1	·
CCCC1CCC(C(=O)Nn2cnc3ccccc3c2=O)CC1 (stereo unspecified)	8	·	-5	·	·	0	-1	-8
[N-]=[N+]=NCc1ccccc1C[C@@]1(C(=O)NCC(O)CO)N=C(c2ccc(OCCCO)cc2)O[C@@H]1c1ccccc1 (stereo partly specified)	·	·	·	·	8	41	-4	4
CCN(CC)S(=O)(=O)c1ccc(O)c(NC(=O)c2cc(-c3cc(OC)c(OC)c(OC)c3)nc3ccccc23)c1	-5	·	-33	·	·	-1	4	-3
FC(F)(F)c1ccc(-c2n[nH]c(=S)o2)nc1	3	-10	-3	-3	1	·	·	2
CCCN(C(=O)c1ccccc1Cc1ccccc1)C1CCS(=O)(=O)C1 (stereo unspecified)	·	-6	7	0	-12	-2	4	-5
COc1ccccc1NC(=O)c1cc(S(=O)(=O)NCc2ccccc2)ccc1F	-4	1	·	3	-4	·	·	-28
COc1cc(CCNC(=O)c2cnn3ccccc23)cc(OC)c1OC	0	·	6	10	13	-1	0	-2
C[C@@H]1CN([C@@H](C)CO)C(=O)Cc2cc(NS(=O)(=O)c3cccs3)ccc2O[C@H]1CN(C)S(=O)(=O)c1ccc(F)cc1	3	13	-35	2	4	-6	4	-5
COC(=O)C(C)(C)ONC(=O)Nc1ccc(Br)cc1	2	-3	·	-8	4	·	·	-4
CC(C)CCNC(=O)C(=O)NCC1OCCCN1S(=O)(=O)c1cccs1 (stereo unspecified)	·	5	-5	2	-5	2	0	·
COCCN(C(=O)CC1CCCCC1)c1c(N)n(CC(C)C)c(=O)[nH]c1=O	-6	3	-3	-1	0	-1	-7	22
COc1cccc(Nc2nc(N)c([N+](=O)[O-])c(N3CCOCC3)n2)c1	-9	27	-13	-12	-6	-1	1	20
Cc1ccc(NC(=O)N2CCC(=O)N2)cc1	-24	·	8	·	-20	1	-6	-1

Three compounds out of the list above, ordered by the value under GSIS activator, highest first:
Compound,PGC1a acetyl inh,GSIS activator,LGR2 antag,PglD inh,ARNT TACC3 PPI
COC(=O)C(C)(C)ONC(=O)Nc1ccc(Br)cc1,2,-3,-8,·,-4
O=S(=O)(NCC[C@H]1CC[C@@H](NS(=O)(=O)c2cccc(Cl)c2)[C@@H](CO)O1)c1cccc(F)c1,1,-5,-22,-1,2
O=C(Nc1cccc(S(=O)(=O)N2CCOCC2)c1)c1cccc(S(=O)(=O)N2CCCCC2)c1,·,-25,11,-2,5

Following part.
structure	PGC1a acetyl inh	GSIS activator	Statin myotox sup	LGR2 antag	PAX8 reporter	Cneo AK release	PglD inh	ARNT TACC3 PPI
O=C(O)/C=C/C(=O)Nc1ccccc1-c1ccccc1	-14	·	6	·	·	-6	-3	0
Cc1nn(-c2ccccc2)c(CC(C)(C)C(=O)O)c1C(=O)O	-5	27	-11	9	·	2	-1	-3
O=C(C[C@@H]1CC[C@@H]2[C@H](COC[C@@H](O)CN2Cc2cc(F)ccc2F)O1)NCc1ccccc1	-4	-8	-8	-18	-10	-3	-2	12
CCOC(=O)/C(C)=N/Nc1nc(-c2ccc(NC(C)=O)cc2)cs1	-5	7	·	-5	-32	0	-1	·
COc1ccc(NC(=O)C2(c3ccc(NC(=O)c4ccc(C)cc4)cc3)CCCC2)cc1	-7	2	1	-12	·	2	0	-10
C/C(=N\NC(=O)c1c(Cl)c(C)nn1C)c1ccc(NC(=O)c2ccncc2)cc1	·	-10	·	48	9	·	·	-9
C#CCOCCOCCOCCNc1nc(N2CCN(C(=O)[C@H]([C@@H](C)CC)n3cc(CCCN=C(N)N)nn3)CC2)nc(N2CCN(C(=O)[C@H]([C@@H](C)CC)n3cc(CCC(=O)O)nn3)CC2)n1	·	10	14	4	-10	1	3	-5
CCOC(=O)c1cc(C)n(CCc2ccccc2)c1C	3	·	-25	·	·	0	-2	29
COc1cc(NS(=O)(=O)c2ccc(Nc3nc(-c4ccccn4)cs3)cc2)nc(OC)n1	-1	9	·	-27	0	·	·	56*
CC(C)[C@@H]1NC(=O)c2cc([N+](=O)[O-])cc(I)c2NCCC[C@@H](C(=O)NC(CC(=O)O)C(N)=O)NC(=O)[C@H](CO)NC1=O (stereo partly specified)	·	-3	2	6	-94	-2	7	-6
COC(=O)c1ccc(NC(=O)C(=O)N2CCCC2)cc1	-15	·	-2	·	·	-2	3	-6
Cc1ccc(-c2cnc(C(O)c3ccc(Cl)cc3C)[nH]2)cc1 (stereo unspecified)	-2	·	-13	-9	-1	0	-5	·
Cc1cccc(OC(=O)c2ccc3c(=O)n4c(nc3c2)CCC4)c1	·	-1	3	-61	-54	-1	3	·
C=CCNC(=O)C(=O)NCCCN1CCOCC1	2	21	·	23	-12	·	·	-3

Source: PubChem BioAssay
